# High-throughput results deposited in PubChem by National Center for Advancing Translational Sciences (NCATS).
# aSyn yeast inh: alpha-synuclein toxicity inhibition in yeast | Yeast expressing alpha-synuclein, growth rescue, BacTiter-Glo, 24 h | 370,000 compounds, 0.14% hits | Potency, µM (series often up to 46.1 µM), without a hit: at the highest dose growth rescue (activation), most hits filed as activators; note: % of control where 0% means no effect; nearly all actives have a fitted effect of over 65% in size
#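 Screening used galactose-induced yeast with toxic alpha-synuclein levels, exposed to compound for 24 hr at 30 deg C. Cell growth, read with BacTiter-Glo luminescence, gave the measured signal.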
# FUS yeast rescue: FUS proteinopathy suppression in yeast; S. cerevisiae FUS-expressing, growth rescue, OD600, 24 h; Potency, µM (doses to about 76.6 µM), for the others: top-dose growth rescue (activation), actives largely listed as activators; 390,000 compounds, 0.24% hits;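 note: plate controls were DMSO vehicle for no effect and reference control for full effect; nearly all actives have a fitted effect of over 55% in size; some results filed as inactive show a strong effect at the top dose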
#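 Restored growth of FUS-toxic S. cerevisiae, read as 600 nm absorbance after 24 h at 30C in galactose medium (starting OD 0.005). Controls CP55940 and DMSO.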
# PTHR1 ag: agonists of human PTHR1 parathyroid hormone receptor | Q03431 | HEK293 GP2 PTHR1 cells, GloSensor cAMP luminescence, 1 h | Potency, µM (top dose mostly 115 µM), without a hit: at the highest dose activation, most hits filed as activators | 410,000 compounds, 0.075% hits | AID 743266; note: nearly all actives have a fitted effect of over 55% in size; some results filed as inactive show a strong effect at the top dose; inactives centre near -15; many of its hits are not listed in these tables
#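 HEK-293-derived GP2 cells expressing PTHR1 and a GloSensor cAMP reporter, 3,000/well, plated overnight, given luciferin plus IBMX (each 0.5 mM as added) for 1 h at 37 °C, then compound for 1 h at 37 °C. Luminescence was read after 15 min at room temperature.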
# EPAC2 ag: EPAC2 (human) agonism; EPAC2 activation, biochemical qHTS; response scale: 100% = 6.5 mM cAMP response; Potency, µM (doses to about 154 µM), for inactives: at the highest dose activation, usual class: activators; AID 720711; Q8WZA2; 360,000 compounds, 0.079% hits; note: nearly all actives have a fitted effect of over 50% in size
# Target sequence (Q8WZA2 whole entry, looked up): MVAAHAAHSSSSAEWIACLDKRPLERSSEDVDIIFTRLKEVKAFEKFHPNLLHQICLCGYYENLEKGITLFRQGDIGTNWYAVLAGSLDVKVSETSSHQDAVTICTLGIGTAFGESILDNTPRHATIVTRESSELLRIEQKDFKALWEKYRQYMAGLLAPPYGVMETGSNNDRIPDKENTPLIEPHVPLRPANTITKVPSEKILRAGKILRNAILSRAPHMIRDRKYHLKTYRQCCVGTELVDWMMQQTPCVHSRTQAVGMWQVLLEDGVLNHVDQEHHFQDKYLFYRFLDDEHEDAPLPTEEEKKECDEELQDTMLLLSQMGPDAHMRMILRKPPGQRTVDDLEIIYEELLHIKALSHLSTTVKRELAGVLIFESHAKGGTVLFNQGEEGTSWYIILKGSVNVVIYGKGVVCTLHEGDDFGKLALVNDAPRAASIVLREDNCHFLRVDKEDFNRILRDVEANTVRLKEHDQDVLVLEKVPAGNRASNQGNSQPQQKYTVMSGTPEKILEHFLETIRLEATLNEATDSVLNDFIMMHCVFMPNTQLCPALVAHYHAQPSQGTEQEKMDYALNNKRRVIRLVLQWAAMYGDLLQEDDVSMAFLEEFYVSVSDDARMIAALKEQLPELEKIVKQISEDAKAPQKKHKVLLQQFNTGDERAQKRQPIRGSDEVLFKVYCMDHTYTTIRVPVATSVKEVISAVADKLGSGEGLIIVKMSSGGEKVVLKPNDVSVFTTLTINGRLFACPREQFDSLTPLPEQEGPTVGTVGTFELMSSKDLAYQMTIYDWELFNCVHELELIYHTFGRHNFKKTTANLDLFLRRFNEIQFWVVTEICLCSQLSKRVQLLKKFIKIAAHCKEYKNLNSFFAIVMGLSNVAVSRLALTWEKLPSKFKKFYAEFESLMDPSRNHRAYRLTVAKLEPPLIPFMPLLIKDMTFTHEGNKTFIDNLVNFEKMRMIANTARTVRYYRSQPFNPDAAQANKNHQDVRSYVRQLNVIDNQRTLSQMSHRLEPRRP
#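 EPAC2 (100 nM) mixed with Rap1B loaded with BODIPY-GDP (250 nM) plus 50 uM unlabeled GDP; compounds pinned in, 5 min RT, then read every 5 min for 30 min (ex 480, em 540 nm). Normalized to cAMP control.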
# EPAC1 ag: activates human EPAC1 exchange factor | O95398 | EPAC1 agonist qHTS, biochemical assay; response scale: 100% = response to 6.5 mM cAMP | Potency, µM (doses to about 154 µM), for the others: at the top dose activation, actives largely listed as activators | 360,000 compounds, 0.073% hits | AID 720707; note: nearly all actives have a fitted effect of over 60% in size
#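 Fluorescent GDP-exchange assay: 100 nM EPAC1 with 250 nM Rap1B preloaded with BODIPY-GDP and 50 uM GDP; compounds tested as concentration series, 5 min at room temperature, then read every 5 min for 30 min (ex 480/em 540 nm); normalized to 6.5 mM cAMP.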
# EPAC1 antag: blocks human EPAC1 exchange factor; O95398; EPAC1 GEF assay, Rap1b-BODIPY-GDP exchange fluorescence; Potency, µM (series often up to 115 µM), without a hit: at the highest dose activity change, negative = inhibition, hits mostly inhibitors; 360,000 compounds, 0.14% hits;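 note: plate controls were vehicle for no effect and positive control for full effect; nearly all actives have a fitted effect of over 50% in size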
# TDP43 rescue: TDP-43 toxicity inhibition in yeast | TDP-43 expressing yeast growth rescue, BacTiter-Glo, 24 h | Potency, µM (series often up to 46.1 µM), without a hit: at the highest dose growth rescue (activation), most hits filed as activators | 410,000 compounds, 1.8% hits; note: % of control where 0% means no effect; nearly all actives have a fitted effect of over 50% in size
#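 Luminescence from BacTiter-Glo reports growth of TDP-43-expressing yeast after 24 hr at 30 deg C with compound. Cells were raffinose-pregrown to mid-log, then seeded in galactose medium at OD600=0.02.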
# EPAC2 antagonist: EPAC2 (human) antagonism; EPAC2 GEF exchange of Rap1B-BODIPY-GDP, fluorescence; AID 720708; 360,000 compounds, 0.18% hits; Potency, µM (highest dose often 114 µM), for the others: top-dose activity, negative = inhibition, usual class: inhibitors; note: % is set by controls: 0 for no effect and ±100 for the full control effect; nearly all actives have a fitted effect of over 45% in size; many of its hits are not listed in these tables
# * = called active by the depositor; i = inactive; ? = inconclusive; . = no result given; & = joins results of further samples; [ ] = remark or other dose. Calls come from the whole dose curve; as a rule, active = well fitted curve in the direction sought with a large enough effect; inconclusive = small, poorly fitted or top-dose-only effect, or another doubt; inactive = no such curve, though single readings can be large; an effect the other way counts as inactive or inconclusive. Potency is the fitted concentration of half-maximal effect. This is a subset (hit frequency here may not be typical).
SMILES,aSyn yeast inh,FUS yeast rescue,PTHR1 ag,EPAC2 ag,EPAC1 ag,EPAC1 antag,TDP43 rescue,EPAC2 antagonist
CCOC(=O)c1c(NC(=O)C2CCCCC2)sc2c1CCN(C(C)C)C2,0%,-18%,-8%,10%,-5%,?,6%,2%
O=C1/C(=C/c2ccc(N3CCOCC3)o2)SC(=Nc2ccccc2)N1CCc1c[nH]c2ccccc12,-13%,.,-58%[inhibitor],-6%,6%,-18%,23%,-2%
COc1ccc(NC(=O)Cc2csc(NC(=O)Nc3ccccc3OC)n2)c(OC)c1,10%,31%,-20%,3%,6%,-4%,18%,-3%
CC[C@]12c3[nH]c4ccccc4c3CCN1C(=O)C(CC(=O)NCCC1=CCCCC1)C[C@@H]2C(=O)N1CCN(C(=O)c2ccco2)CC1 (some centres undefined),-1%,40%,i,9%,-9%,-14%,-3%,9%
COC(=O)c1[nH]c2cccc(OC)c2c1NC(=O)C(C)N1CCC(C)CC1 (centres undefined),-4%,16%,-14%,5%,7%,-8%,-6%,-7%
Cc1[nH]c(C)c(S(=O)(=O)NCc2ccc(OC(C)C)cc2)c1C(=O)N1CCCC1,-7%,-6%,7%,2%,4%,11%,-7%,9%
CCCC(O)(c1ccccc1)C(c1ccccc1)c1ccccn1 (centres undefined),5%,-21%,-8%,7%,12%,3%,-2%,1%
Cc1cc(C(=O)CN2C(=O)CN(C)C2=O)c(C)n1-c1cccc(S(=O)(=O)N2CCOCC2)c1,-12%,-8%,-2%,6%,-7%,-17%,-7%,0%
O=C1C=C(C2CCCCC2)C(=O)c2ccccc21,-20%,-10%,-8%,19%,13%,-11%,-2%,-22%
O=C(CCC(=O)c1ccccc1)Nc1ccccc1OC(F)F,0%,21%,i,3%,-1%,1%,16%,0%
CCOC(=O)N1CCC(NC(=O)c2ccc(CS(=O)(=O)c3ccccc3C)o2)CC1,0%,-10%,-13%,16%,-4%,1%,16%,-1%
COc1ccc(Cc2nnnn2CC(=O)O)cc1,1%,6%,-21%[57.5 µM],8%,2%,-20%,-16%,1%[57.1 µM]
O=C(c1cnn2c(C(F)F)cc(C3CC3)nc12)N1CCc2ccccc2C1,11%,9%,-24%[57.5 µM],15%,1%,-7%,7%,-2%
CCc1ccc(NC(=O)Cn2c(=O)c3cccn3c3ccccc32)cc1,-11%,13%&26%,8%,4%,5%,-20%,-9%&-1%,17%
O=C(c1cc(-c2ccc(F)cc2)no1)N1CCN(Cc2ccc3c(c2)OCO3)CC1,0%,-8%,-29%,22%,3%,-15%,-6%,-3%
CCS(=O)(=O)N1CCC(C(=O)NCCc2ccc(C)cc2)CC1,6%,4%,i,3%,2%,15%,-20%,9%
CC(=O)c1cccc(NC(=O)NCc2ccc3c(c2)OCO3)c1,2%,24%,i,-1%,-11%,2%,0%,-5%
CCc1nc(NCCC(C)C)c(C#N)c2c1CCCC2,-3%,-12%,i,2%,-4%,14%,1%,1%
CCOC(=O)Nc1csnn1,-7%,9%,i,-1%,-8%,8%,-14%,9%
Cc1ccc(S(=O)(=O)N2[C@@H](CCO)OC[C@H]2C(C)C)cc1,-3%,-10%,-1%,15%,-11%,1%,18%,4%

# Record cards (already shown). Values in the order: aSyn yeast inh	FUS yeast rescue	PTHR1 ag	EPAC2 ag	EPAC1 ag	EPAC1 antag	TDP43 rescue	EPAC2 antagonist
# CC[C@]12c3[nH]c4ccccc4c3CCN1C(=O)C(CC(=O)NCCC1=CCCCC1)C[C@@H]2C(=O)N1CCN(C(=O)c2ccco2)CC1 (some centres undefined) across the screens: -1%	40%	i	9%	-9%	-14%	-3%	9%
# O=C(c1cc(-c2ccc(F)cc2)no1)N1CCN(Cc2ccc3c(c2)OCO3)CC1 across the screens: 0%	-8%	-29%	22%	3%	-15%	-6%	-3%
# CCCC(O)(c1ccccc1)C(c1ccccc1)c1ccccn1 (centres undefined) across the screens: 5%	-21%	-8%	7%	12%	3%	-2%	1%
# CCOC(=O)Nc1csnn1 across the screens: -7%	9%	i	-1%	-8%	8%	-14%	9%

# (cont.)
SMILES,aSyn yeast inh,FUS yeast rescue,PTHR1 ag,EPAC2 ag,EPAC1 ag,EPAC1 antag,TDP43 rescue,EPAC2 antagonist
O=C(NC(=S)N1CCN(Cc2ccccc2)CC1)c1cccnc1,1%,6%,i,7%,2%,8%,-9%,9%
COC(=O)c1ccccc1N=Nc1c(C)[nH][nH]c1=O,18%,29%,-20%,-4%,-7%,0%,22%,-14%
COc1ccc(C(=O)COc2ccc(C(C)=O)cc2OC)cc1OC,1%,.,-2%,-2%,-2%,0%,2%,3%
COc1ccc(-c2ccc(SCC(=O)Nc3cccc(C(C)=O)c3)nn2)cc1OC,7%,9%,-28%,1%,1%,-25%,16%,16%
Cc1ccc(CN(Cc2cccnc2)C(=O)CN2C(=O)COc3ccccc32)o1,2%,23%,i,14%,6%,1%,-16%,0%
CCOC(=O)C1CCCN(C(=O)c2cc3cc4ccc(OC)cc4nc3o2)C1 (centres undefined),-1%,11%,-34%[inhibitor],10%,-2%,4%,?,-12%
Cc1cccc(C)c1NC(=O)CN(C)C(=O)[C@H](C)NC(=O)c1ccco1,-1%,.,2%,16%,7%,-21%,-13%,-6%
COc1cc(C=C(OC(C)=O)c2ccc3c(c2)OCO3)cc(OC)c1OC,-6%,?,-31%[inhibitor],20%,-9%,-21%,?,-19%
CC(=O)Nc1ccc(S(=O)(=O)NCc2cn3ccsc3n2)cc1,-6%,-13%,i,5%,9%,3%,-12%,2%
Cc1ccc(NC2c3ccccc3C(=O)N2c2cccnc2)cc1 (centres undefined),3%,17%,i,4%,8%,3%,-10%,-4%
CC(CCc1ccccc1)NC(=O)CSc1ccccc1 (centres undefined),1%,-9%,-3%,8%,1%,8%,?,-2%
NC(=S)N1CCCc2ccccc21,7%,-13%,-3%,6%,20%,-24%,27%,5%
CCN(CC)c1ccc(NC(=O)c2ccc3c(c2)OCO3)c(C)c1,0%,14%,-4%,0%,2%,-4%,1%,0%
Cc1onc(-c2ccc3c(c2)OCO3)c1-c1ccc2[nH]ccc2c1,-24%,30%,-35%[inhibitor],17%,4%,-8%,22µM*,-4%
Cc1nnc(SCC(=O)N2CCN(C(=O)c3ccco3)CC2)n1C,13%[1.84 µM],-9%,-21%,6%,-11%,21%,4%,6%
Cc1noc(C)c1S(=O)(=O)N(C)C[C@H]1OCc2cnnn2CCCC(=O)N([C@H](C)CO)C[C@H]1C,-2%,-10%,-23%,-4%,-2%,25%,2%,-2%
O=C(ONC1=NCCCCC1)c1ccc([N+](=O)[O-])cc1,-50%[inhibitor],-14%,i,1%,17%,-22%,-83%[inhibitor],2%
CC(C)C(C)N(Cc1cccc(C(=O)O)c1)C(=O)c1ccc2ccccc2n1 (centres undefined),4%,-6%,i,4%,3%,-22%,1%,-8%
CCN(CC)C(=O)c1[nH]cnc1C(=O)N[C@@H](C)c1ccccc1,0%,-13%,-15%,0%,-13%,16%,-4%,-7%
CC1CC(C)CN(CCCNC(=O)Cc2c(C(=O)O)[nH]c3ccccc23)C1 (centres undefined),2%,8%,i,0%,-12%,5%,-12%,14%
CCOC(=O)C1CCCN(C(=O)c2cc(S(=O)(=O)N3CCCCC3)ccc2C)C1 (centres undefined),0%,2%,-13%,-4%,-6%,-2%,-11%,-6%
O=C(Nc1nc2c(c(=O)[nH]1)CCCC2)C1CC1,1%,-3%,0%[57.5 µM],-1%,-2%,6%,-4%,8%
CCN=C1SC(C(=O)Nc2ccc(OC)cc2)CC(=O)N1CC (centres undefined),-6%,6%,-14%,3%,6%,-3%,5%,3%
Cc1cc(=O)oc2c(C)c3occc3cc12,?,8%,i,2%,3%,5%,2.5µM*,-6%
Cc1cc(=O)[nH]c(SCc2nc3ccccc3n2Cc2ccccc2)n1,-7%,7%,-5%,12%,6%,8%,-13%,4%
N/C(=N\OC(=O)c1cccc(Br)c1)c1ccc(Br)cc1,-8%,-23%,-13%[57.5 µM],0%,7%,0%,3%,1%
CCC(OC(=O)c1cccs1)C(=O)NCc1ccc(C)cc1 (centres undefined),9%,-3%,-12%,-4%,3%,13%,-15%[9.22 µM],6%
O=C(CN1CCN(c2ccccc2F)CC1)c1ccc2c(c1)OCO2,2%,-2%,i,9%,18%,-17%,-5%,-6%
C[C@H]1CN(C2CCCCC2)C(=O)[C@@H]1CC(=O)Nc1ccccc1,19%,3%,i,9%,-15%,-4%,11%,11%
Cc1noc(C)c1COc1ccccc1C(=O)NCc1ccccc1Cl,5%,-10%,-18%,-4%,-3%,9%,?,9%
CCOC1=C2CN(S(=O)(=O)c3ccc(C)cc3)[C@H](c3ccccc3)C[C@@H]2N(S(=O)(=O)c2ccccc2C)[C@H](c2ccccc2)C1,-4%,15%,-16%,-1%,-1%,15%,17%,1%
Cc1cc(C)c(NC(=S)N(Cc2cccnc2)Cc2ccco2)c(C)c1,10%,7%,-7%,15%,2%,-1%,4%,7%
CCCCn1c(N)c(N(CCOC)C(=O)c2sc3cc(F)ccc3c2Cl)c(=O)[nH]c1=O,-1%,16%,i,10%,9%,-12%,-25%,-10%
Cn1cccc1C(=O)C(=O)Nc1ccccc1,-19%,-23%,-13%,2%,0%,-6%,-4%,1%
COc1ccccc1N1CN(Cc2ccccc2)CNC1=S,-1%,16%,-10%,12%,4%,-21%,-6%,8%
Cc1cc(C)c(NS(=O)(=O)c2c(C(=O)N3CCOCC3)c(C)n(C)c2C)c(C)c1,0%,15%,i,8%,9%,-11%,11%,0%
O=C(COc1ccccc1)Nc1cccc(-c2nc3ccccc3[nH]2)c1,-27%,2%,-13%,1%,3%,-20%,-11%,-11%
Nc1nc(/C=C/c2ccc(F)cc2)nc(-c2ccccc2O)n1,-14%,.,-9%,1%,6%,0%,0%,-3%
O=C(Cc1c(F)cccc1Cl)N1CCN(S(=O)(=O)c2cccs2)CC1,-5%,-21%,i,2%,1%,7%,9%,-9%
O=C(Oc1ccc(Br)cc1C(=S)N1CCCCC1)c1cc([N+](=O)[O-])cc([N+](=O)[O-])c1,-26%,10%,-45%[inhibitor][57.5 µM],4%,0%,-6%,?,-24%
COc1ccc(OC)c(-n2c(SCC(=O)Nc3cccc(S(N)(=O)=O)c3)nc3ccccc3c2=O)c1,1%,?,i,27%,13%,-26%,-22%,-16%
C[C@@H]1CN([C@@H](C)CO)C(=O)c2cc(Br)cnc2O[C@@H]1CN(C)Cc1cncnc1,0%,-4%,-12%,5%,-1%,4%,8%,5%
